MgcRacGAP inhibition – MgcRacGAP GTPase-activating activity inhibitors, confirmation, biochemical, ADP Hunter fluorescence; inhibition, % at 30 µM, or IC50 in µM where a hit was titrated; MgcRacGAP-stimulated Rac1 GTP hydrolysis, ADP Hunter fluorescence; higher % means a stronger effect; GST-tagged Rac1 F28L mutant substrate; 0.6% of 340,000 active; AID 624330;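 active means first-screen hits whose inhibition reached a set limit at any dose in the follow-up dose series; inconclusive means inhibition above the set first-screen limit but never retested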;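 further: fluorescence reports GDP produced by GAP-driven GTP hydrolysis; strong numbers were not always called active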
Dengue-2 NS5 capping – Dengue-2 NS5 methyltransferase inhibitors, primary screen, biochemical, confirmation dose response (AID 588689). Dengue-2 NS5 methyltransferase capping enzyme assay, biochemical; higher % means a stronger effect. inhibition, % at 25 µM; hits with a dose series show IC50 in µM. 0.3% of 340,000 active; in the data active means a potency from the dose series; inconclusive means inhibition above about 29% without an active follow-up result
Dengue-2 NS5 capping pilot replicate – also measured in Dengue-2 NS5 capping; calls as there; inhibition, %; measured here: pilot screen replicate inhibition
Numbers without * were called inactive; u = inconclusive. Some of the compounds tested; the hit share may differ from the screen's.

SMILES	MgcRacGAP inhibition	Dengue-2 NS5 capping	others
C[C@@H]1CCCCO[C@@H](CN(C)S(=O)(=O)c2ccc(Cl)cc2)[C@@H](C)CN([C@H](C)CO)C(=O)c2cc(N(C)C)ccc2O1	9.6%	-2.9%
O=C1NC(Cc2ccccc2)c2nc3cc(F)ccc3c(=O)n2-c2ncccc21 (stereo not drawn)	7.8%	-1.2%
CN1OC[C@@H]2CN(C(=O)C(C)(C)C)[C@H](c3cccc(-c4ccccc4)c3)C[C@@H]21	3.1%	-3.3%	Dengue-2 NS5 capping pilot replicate=-2.5
O=C1CCN(Cc2ccccc2)C(=S)N1	4.1%	10.0%
CC12CC(=O)C3C(CCC4=CC(=O)CCC43C)C1CC=C2CC(=O)O (stereo not drawn)	12.2%	0.8%
CN(C)c1ccc(C(=O)C=Cc2ccc([N+](=O)[O-])cc2)cc1	3.1%	9.1%
Cc1ccc(S(=O)(=O)N2CCN(C(=O)c3ccc(N4CCC(C)CC4)c([N+](=O)[O-])c3)CC2)cc1	8.8%	-4.0%
CC1=C(C(=O)N(C)C)CC(CC(=O)NCC2CCCCC2)C(=O)N1Cc1ccc(C(C)(C)C)cc1 (stereo not drawn)	16.5%	5.7%
COc1ncnc2c1ncn2CCCN(C)Cc1ccco1	5.8%	-6.4%
OC(COc1ccccc1)CN1CCN(c2ccccc2)CC1 (stereo not drawn)	1.6%	4.8%
CC1(C)NC(=O)N(CC(=O)OCC(=O)Nc2c(Br)cc([N+](=O)[O-])cc2Br)C1=O	6.8%	-16.7%
O=C(Nc1cccc(C(=O)N2CCOCC2)c1)C1CC1	2.3%	-6.5%
CCCC1NC(=O)c2cccnc2-n2c1nc1cc(C)cc(C)c1c2=O (stereo not drawn)	8.6%	-2.8%
Cc1cc(-c2cc(C)c(N)cc2C)c(C)cc1N	101µM*	-1.2%
CC(C)[C@H](N)C(=O)N[C@H]1CCC2C3CC=C4C[C@@H](O)CC[C@]4(C)C3CC[C@@]21C (stereo partly drawn)	1.7%	4.0%
CCN1C(=O)[C@H]2[C@@H](c3ccc(OC)cc3)N[C@]3(CCCN(Cc4ccc(Cl)cc4)C3=O)[C@H]2C1=O	5.4%	-1.1%
C#CCN(C[C@@H]1[C@@H](OC(=O)NCCCCCC)[C@@H](OC(=O)NCCCCCC)Cn2c(=O)n(CCCCCC)c(=O)n21)S(=O)(=O)c1ccc(C)cc1	0.1%	-1.1%
Cc1cc(/N=C/C=C2/N(C)c3ccccc3C2(C)C)n(CCC#N)n1	1.2%	-10.5%
Cc1cc(NC(=O)COC(=O)[C@H](Cc2ccccc2)NC(=O)c2ccco2)no1	4.0%	-2.3%
O=C(COc1cccc(C(F)(F)F)c1)Nc1cccc(S(=O)(=O)NC2=NCCCCC2)c1	-0.4%	0.7%
CCCC(=O)N(Cc1cc2cc(OC)ccc2[nH]c1=O)c1ccccc1OC	8.9%	0.0%
CCC/C=C/c1ccc(CN2C(C(C)C)C(=O)N(Cc3cn(CC4CCCCC4)nn3)CCS2(=O)=O)cc1 (stereo not drawn)	-1.4%	1.1%
CCCCCC(=O)N1C[C@H](n2cc(C3CC3)nn2)[C@@H](O)C[C@@H]1c1ccc(Cl)cc1	13.7%	-1.7%
C/C(=N/NC(=O)COc1ccc(C(C)(C)C)cc1)c1ccc(N2CCOCC2)cc1	0.3%	-3.1%
O=C(CSc1ccc2nnc(-c3cccs3)n2n1)N1CCOCC1	10.5%	-0.7%

Reprinted at random: 3 compounds from above
SMILES	MgcRacGAP inhibition	Dengue-2 NS5 capping	others
C#CCN(C[C@@H]1[C@@H](OC(=O)NCCCCCC)[C@@H](OC(=O)NCCCCCC)Cn2c(=O)n(CCCCCC)c(=O)n21)S(=O)(=O)c1ccc(C)cc1	0.1%	-1.1%
CCC/C=C/c1ccc(CN2C(C(C)C)C(=O)N(Cc3cn(CC4CCCCC4)nn3)CCS2(=O)=O)cc1 (stereo not drawn)	-1.4%	1.1%
CC1=C(C(=O)N(C)C)CC(CC(=O)NCC2CCCCC2)C(=O)N1Cc1ccc(C(C)(C)C)cc1 (stereo not drawn)	16.5%	5.7%

The listing continues:
SMILES	MgcRacGAP inhibition	Dengue-2 NS5 capping	others
O=C(CSc1nnc(COc2ccc(Cl)cc2)o1)Nc1nccs1	12.5%	0.6%
CC(=O)N(Cc1ccccc1)C(CC(=O)NCc1ccccc1)C(=O)O (stereo not drawn)	1.3%	-3.1%
COc1cc([N+](=O)[O-])ccc1NC(=O)CN1C(=O)NC2(CCCCC2C)C1=O (stereo not drawn)	14.6%	3.5%
O=C(Nc1ccc(C(=O)N2CCCC2)cc1)C1CCCC1	10.5%	-4.0%	Dengue-2 NS5 capping pilot replicate=0.0
CCOC(=O)N1C2c3ccccc3C(c3ccccc32)N1C(=O)OCC	6.6%	-2.3%
Cc1ccc(S(=O)(=O)NN=C2CC(C)(C)CC(=O)C2(C)C)cc1	3.6%	-2.3%
COCC#Cc1cnc2c(c1)C(=O)N([C@H](C)CO)C[C@H](C)[C@@H](CN(C)S(=O)(=O)c1ccccc1)O2	13.0%	-6.8%
O=C1C(Cl)=C(NCc2ccco2)C(=O)c2ccccc21	12.7%	10.1%
CC[C@H](C)[C@H]1CNC(=O)C(=O)N1CC1CCN(CCc2ccc(Cl)c(Cl)c2)CC1	4.5%	2.0%	Dengue-2 NS5 capping pilot replicate=0.0
Cc1ccc(S(=O)(=O)N2C[C@H]3C(=O)C[C@@H](c4ccccc4)N(S(=O)(=O)c4ccc(C)cc4)[C@H]3C[C@H]2c2ccc(Cl)cc2)cc1	13.7%	-0.6%
C[C@H](CO)N1C[C@H](C)[C@@H](CN(C)Cc2cccc3c2OCCCO3)OCc2cnnn2CCCC1=O	5.3%	-10.4%
N#Cc1ccccc1OCC(=O)Nc1nc(-c2ccccn2)cs1	13.1%	3.3%
C[C@@H]1CN([C@H](C)CO)C(=O)CCCn2cc(nn2)CO[C@H]1CN(C)S(=O)(=O)c1cccc(C#N)c1	14.1%	-1.7%
c1cc2c3c(cccc3c1)NC1(CCCC1)N2	-1.3%	8.2%
CC(C)CC1C(=O)N(Cc2cn(CCC3OCCCO3)nn2)CCS(=O)(=O)N1Cc1ccc(-c2ccc(F)cc2)cc1 (stereo not drawn)	15.7%	-0.6%
CCN1C[C@@H]2[C@@H]3C(=O)N(Cc4ccccc4)C(=O)[C@@H]3[C@](C)(C1=O)N2C(=O)c1ccc(F)cc1	8.1%	-14.1%
CCOC(=O)Nc1ccc2c(c1)C(=NNC(N)=S)c1ccccc1-2	10.6%	-10.1%
Nc1nc(SCc2ccccc2Cl)c2ncn(C3OC(CO)C(O)C3O)c2n1 (stereo not drawn)	0.3%	-6.2%
C[C@H]1CN(c2ccccc2)C(=O)[C@@H]1CC(=O)Nc1ccc(Br)cc1	11.5%	-2.8%
C[C@@H]1CCCCO[C@H](CN(C)S(=O)(=O)c2cn(C)cn2)[C@H](C)CN([C@@H](C)CO)C(=O)c2cc(NC(=O)c3ccccc3)ccc2O1	5.5%	-1.6%
Cn1cnc2ncnc(Oc3ccc(Br)cc3)c21	0.5%	-4.8%
Cc1cc(=O)n2cn[nH]c2n1	-1.7%	-5.4%
COc1ccc(C(C#N)=Cc2ccc(NC(C)=O)cc2)cc1	-1.4%	7.0%
CC(=O)OCC1OC(n2c(S)c(C#N)c(-c3ccccc3)c(C#N)c2=O)C(OC(C)=O)C(OC(C)=O)C1OC(C)=O (stereo not drawn)	5.1%	-13.9%
O=C1C=C(C2OC(CO)C(O)C2O)C(=O)N1 (stereo not drawn)	-11.5%	4.3%
SMILES	MgcRacGAP inhibition	Dengue-2 NS5 capping	others
COC(=O)[C@H]1C[C@@]2(O)CN(S(=O)(=O)c3ccc(C)cc3)C[C@@]2(OC(=O)NCc2ccc(OC)c(OC)c2)C[C@H]1C(=O)OC	13.1%	0.6%
CCOC(=O)C1CCC(C(=O)OCC)N1c1ccc(C=O)cc1 (stereo not drawn)	8.6%	3.5%
COc1cc(C(=C(CC(=O)O)C(=O)O)c2ccc3c(c2)OCO3)cc(OC)c1OC	2.9%	-3.9%
Cc1ccc(S(=O)(=O)N(CCCc2c(C)nc[nH]c2=O)c2ccccc2)cc1	0.6%	0.4%
C[C@@H]1CN([C@H](C)CO)C(=O)c2cc(Br)cnc2O[C@H]1CN(C)C(=O)CC1CC1	6.6%	-8.1%
CCC1(CC)C(=O)NC(=S)N=C1N	-1.9%	-6.2%
O=C(O)c1cnc2ccc(Cl)cc2n1	-7.5%	2.3%
COC(=O)c1ccc(CSc2ccccc2NC(=S)Nc2cccc(SC)c2)o1	9.2%	-9.1%
COc1ccc(C)cc1Nc1ncnc2c1nnn2Cc1ccccc1Cl	12.7%	5.5%
CC(=O)c1ccc(OC(=O)Oc2ccc(C(C)=O)cc2)cc1	3.8%	4.2%
CCN(CC)CCn1c2ccccc2c(=O)c2c(O)ccc(O)c21	49.9%	15.3%
CC(C1=C(CCN(C)C)Cc2ccccc21)c1ccccn1 (stereo not drawn)	6.7%	u
COc1cccc(CN(C)C[C@@H]2OCc3ccccc3-c3c(n(C)c4ccccc34)C(=O)N([C@@H](C)CO)C[C@H]2C)c1	10.2%	-2.2%
CCCN(CC(=O)Nc1ccccc1C)C(=O)c1ccc(N2CCCC(C)C2)c([N+](=O)[O-])c1 (stereo not drawn)	2.9%	4.3%
O=C(C[C@H]1C(=O)N(Cc2cccnc2)C[C@@H]1Cc1ccccc1)Nc1ccc(Br)cc1	6.7%	-3.4%
Cc1noc(C)c1S(=O)(=O)N(C)C[C@H]1OCCCC[C@@H](C)Oc2ccc(NC(=O)CCCN(C)C)cc2C(=O)N([C@H](C)CO)C[C@@H]1C	11.1%	-3.5%
CCN(CC)C(=O)C1=C(C)N(Cc2ccc(C(C)(C)C)cc2)C(=O)C(CC(=O)NCCCN(C)C)C1 (stereo not drawn)	14.3%	8.0%
Cc1ccc(OCCSc2nc3ccccc3n2CCC(=O)O)c(C(C)C)c1	4.1%	3.3%
Cc1ccc(NCC(=O)Nc2ccc(F)c(Cl)c2)cc1S(=O)(=O)N1CCOCC1	-3.4%	-2.9%
COc1ccc(C(=O)NC(=S)Nc2ccc3[nH]c(=O)[nH]c3c2)cc1Br	13.5%	3.8%
CCc1ccc(/C=C2\SC(=S)N(CCCC(=O)N(CCO)c3ccccc3)C2=O)cc1	9.2%	2.8%
C[C@H]1CN([C@@H](C)CO)C(=O)CCCn2cc(nn2)CO[C@@H]1CN(C)S(C)(=O)=O	-9.9%	-7.4%
CCOC(=O)CCCCCC(=O)Nc1ccc2c(c1)C(=O)N([C@@H](C)CO)C[C@H](C)[C@H](CN(C)C(=O)c1ccccc1)OCCCC[C@H](C)O2	15.6%	8.3%
CC1CN(Cc2ccccc2)C(=S)N(c2ccccc2)C1=O (stereo not drawn)	7.4%	-7.2%
CCc1cc(C(=O)OCC(=O)NCCc2ccccc2)sc1C	6.7%	-7.5%

Ordered by formula weight (smallest number first): 3 of the compounds above
SMILES	MgcRacGAP inhibition	Dengue-2 NS5 capping	others
CCC1(CC)C(=O)NC(=S)N=C1N	-1.9%	-6.2%
COc1ccc(C)cc1Nc1ncnc2c1nnn2Cc1ccccc1Cl	12.7%	5.5%
COC(=O)[C@H]1C[C@@]2(O)CN(S(=O)(=O)c3ccc(C)cc3)C[C@@]2(OC(=O)NCc2ccc(OC)c(OC)c2)C[C@H]1C(=O)OC	13.1%	0.6%

Later entries:
SMILES	MgcRacGAP inhibition	Dengue-2 NS5 capping	others
COC(=O)Cc1nc2c(N)nc(N)nc2[nH]c1=O	6.3%	15.5%
O=C(CSc1nnc(-c2cccnc2)o1)Nc1ccc(F)cc1	13.2%	5.5%
CN(C)Cc1c[nH]c2nc[nH]c(=O)c12	8.3%	8.5%
O=C1C2C3C=CC(O3)C2C(=O)N1N=C1CCCCC1 (stereo not drawn)	1.3%	4.7%
CN(C)CCN(C(=O)C1CCCCC1)c1nc2cc3c(cc2s1)OCCO3	9.4%	1.1%
O=C(CC(=O)c1cccs1)c1ccncc1	3.2%	-3.2%
COC(=O)C1C2CC(=O)C(C2)C1C(=O)OC (stereo not drawn)	-0.7%	-6.9%
Cc1ccc([C@H]2C[C@@H](O)[C@H](n3cc(COC(=O)c4ccccc4)nn3)CN2Cc2cccs2)cc1	-0.7%	4.4%
O=C(Cc1ccc(NC(=O)C2CCN(C(=O)C3CCC3)CC2)cc1)Nc1ccc(C(=O)N2CCOCC2)cc1	9.9%	4.0%	Dengue-2 NS5 capping pilot replicate=4.0
O=C(O)C1OC1(c1ccccc1Cl)c1ccccc1Cl (stereo not drawn)	9.2%	7.3%
CN(c1ccccc1)S(=O)(=O)c1cccc(C(=O)NCC(c2cccs2)N2CCOCC2)c1 (stereo not drawn)	7.8%	4.4%
COc1cc(CCc2ccccc2)c(C(=O)O)c(O)c1CC=C(C)C	2.7%	23.9%
Cn1c(N)cc(=O)n(C)c1=S	2.2%	-3.5%
c1ccc(CN2CCC3CC2c2cc(N4CCOCC4)ccc23)cc1 (stereo not drawn)	11.4%	2.6%
CCCCCC(=O)N1C[C@@H](n2cc(-c3ccc(F)cc3)nn2)[C@H](O)C[C@@H]1c1ccccc1	15.4%	-3.4%
COc1cccc(-c2ccccc2C2=CC(=O)CC(C)(C)C2=O)c1	14.7%	-2.2%
CC(=O)c1ccc(NC(=O)c2cn(C)c(=O)c3ccccc23)cc1	10.9%	5.2%
O=C1c2cc(Cl)ccc2-c2c(O)cc(Cl)cc21	17.9%	14.8%
C#CCN(C[C@H]1[C@H](OC(=O)NCCCCCC)[C@H](OC(=O)NCCCCCC)C[C@H]2C(=O)N(c3ccccc3)C(=O)[C@@H]12)S(=O)(=O)c1ccc(C)cc1	9.8%	-4.0%
O=C(NC1CC1)c1ccccc1NC(=O)c1ccccc1OC(F)F	-2.5%	0.6%

Compound activity deposited in PubChem by Southern Research Specialized Biocontainment Screening Center.
